# Screens deposited in PubChem BioAssay by several laboratories.
# Rv3671c protease: Rv3671c (M. tuberculosis) protease inhibition; inhibition, % at 5.96 µM; P9WHR9; actives 0.048% (n = 320,000); AID 2606; in the data active = inhibition above about 38%;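 note: extracellular domain of Rv3671c used as enzyme; 0% = enzyme with DMSO and 100% = no enzyme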
# Target sequence (P9WHR9 whole entry, looked up, the tested form may be a part): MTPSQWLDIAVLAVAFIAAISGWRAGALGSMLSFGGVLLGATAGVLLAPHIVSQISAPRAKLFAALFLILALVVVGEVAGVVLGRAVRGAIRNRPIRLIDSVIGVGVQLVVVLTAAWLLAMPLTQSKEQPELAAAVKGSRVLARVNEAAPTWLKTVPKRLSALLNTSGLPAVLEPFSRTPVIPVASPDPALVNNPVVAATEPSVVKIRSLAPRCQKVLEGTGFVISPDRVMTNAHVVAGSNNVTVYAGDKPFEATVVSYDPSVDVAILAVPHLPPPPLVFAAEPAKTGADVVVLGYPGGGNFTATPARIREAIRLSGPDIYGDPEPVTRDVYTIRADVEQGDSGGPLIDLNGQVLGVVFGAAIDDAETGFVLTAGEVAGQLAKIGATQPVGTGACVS
# PrPC TRFRET: inhibitors of human cell surface prion protein PrPC; actives 0.43% (n = 370,000); TR-FRET read-out; inhibition, % at 13.8 µM; in the data active = inhibition above about 24%; note: 0% = median of the test wells and 100% = reference compound wells
# DUSP3 inh: DUSP3 (human) phosphatase inhibition; actives 0.52% (n = 290,000); recombinant VHR phosphatase, pNPP absorbance; inhibition, % at 13.3 µM; AID 1654; in the data active = inhibition above about 50%; note: some compounds called inactive have numbers as strong as hits
# Target sequence (P51452 whole entry, looked up): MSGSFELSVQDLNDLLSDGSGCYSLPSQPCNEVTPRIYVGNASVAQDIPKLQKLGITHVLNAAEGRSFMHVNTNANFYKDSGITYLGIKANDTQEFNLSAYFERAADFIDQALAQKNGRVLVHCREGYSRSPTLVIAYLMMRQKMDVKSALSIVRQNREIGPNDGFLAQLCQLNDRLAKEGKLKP
# CCHF vOTU inh: blocks the CCHF virus ovarian tumor domain protease; CCHFV vOTU protease, Pep-AMC fluorescence; inhibition, % at 11.5 µM; actives 0.55% (n = 370,000); in the data active = inhibition above about 30%; note: 0% = vehicle wells with enzyme and 100% = no enzyme wells
# 3CLpro inhibitor: SARS-CoV 3CLpro protease inhibition | P0C6X7 | recombinant SARS-CoV 3CLpro, quenched FRET peptide cleavage | AID 1706 | inhibition, % at 6 µM | actives 0.14% (n = 290,000); in the data active = inhibition above about 12%
# BH1578 lux ind: induces V. cholerae light production without autoinducers; activation, % at 18.7 µM; V. cholerae BH1578 lux reporter, luminescence, 6 h; actives 0.16% (n = 350,000); in the data active = activation mostly above about 9.7%, no sharp cut-off; note: not every result past the cut was called active; inactives centre near 0; reference of the scale not given here
# MazEF act: MazEF (E. coli) toxin RNase activation; P0AE70; FAM/BHQ RNA-DNA oligo cleavage fluorescence, 5 h; activation, % at 20 µM; actives 0.32% (n = 350,000); AID 504720; in the data active = activation above about 50%
# Target sequence (P0AE70 whole entry, looked up): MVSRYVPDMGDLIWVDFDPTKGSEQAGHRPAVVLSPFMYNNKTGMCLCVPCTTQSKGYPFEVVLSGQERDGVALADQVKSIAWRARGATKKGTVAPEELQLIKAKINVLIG
# PriA SSB inh: K. pneumoniae PriA-SSBct interaction inhibition; AID 1272365; inhibition, % at 33 µM; AlphaScreen SSBct-PriA binding, biotinylated peptide; actives 0.6% (n = 430,000); in the data active = inhibition mostly above about 37%, no sharp cut-off; inactive = mostly below about 20%;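 note: plate controls were negative control peptide for no effect and reference peptide for full effect; strong numbers were not always called active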
# Y pestis TopoI: inhibitors of Yersinia pestis topoisomerase I. Y. pestis Topo-I cleavage product accumulation, plate reader. activity, % at 10 µM. actives 0.064% (n = 360,000). AID 504884; in the data active = activity above about 50%, passing the limit was not always enough; note: inactives centre near 2
# TcdB inh: blocks C. difficile toxin B glycohydrolase activity; TcdB glycohydrolase enzymatic assay, plate reader; inhibition, % at 9.99 µM; actives 0.24% (n = 350,000); AID 652162; in the data active = inhibition above about 10%
# Starred values were filed as active, the others as inactive; i = inactive; / = not tested or not shown; & = joins results of further samples. Not all compounds are listed; the hit share may differ from the screen's.
# Each structure is followed by: TcdB inh	3CLpro inhibitor	BH1578 lux ind	PrPC TRFRET	MazEF act	CCHF vOTU inh	Y pestis TopoI	PriA SSB inh	Rv3671c protease	DUSP3 inh
CCc1ccccc1NC(=O)c1ccc2c(c1)CCN2S(C)(=O)=O
 : -2.2	1	0.7	4	18	4	2	10	10	-18
NS(=O)(=O)c1cccc(NC(=O)CSc2nc3ccccc3c(=O)n2Cc2ccco2)c1
 : 0.7	/	-1.6	-7	8	1	6	2	-20	/
CCCCn1c(NS(=O)(=O)c2ccc(C)cc2)c(S(=O)(=O)c2ccccc2)c2nc3ccccc3nc21
 : 0.9	3	-0.7	1	1	90*	-5	23	-143	18
Cc1cccc(NC(=S)NCC(c2ccccc2)N(C)C)c1 (stereo unspecified)
 : 0.4	-1	-0.4	10	9	-6	2	-10	6	3
CCOC(=O)C1CCN(Cc2ccc3ccccc3c2)CC1
 : 0.1	0	i	-9	-4	-14	15	2	/	23
CC(C)[C@H](NC(=O)C1CCN(S(=O)(=O)c2ccc(F)cc2)CC1)C(=O)NCc1ccco1
 : -0.3	1	i	7	0	7	4	-19	2	-6
CC(C)(C)c1csc(NC(=O)C2=COCCO2)n1
 : 0.5	/	-3.7	-10	-9	7	3	-9	9	/
CCc1ccccc1NC(=O)CSc1nnc([C@@H](N)Cc2ccccc2)o1
 : /	-4	-0.6	2	5	-8	1	-6	-6	8
CCOc1cc(NC(=O)C2CC2)c(OCC)cc1NC(=O)c1cccc(F)c1
 : 1.2	-2	-1.5	1	0	1	-3	-3	-7	6
OC(COc1ccc(Cl)cc1)CN1C2=NCCCN2c2ccccc21 (stereo unspecified)
 : /	0	-0.4	-9	0	7	8	-2	7	14
COc1ccc(C2Nc3cccc(O)c3C(=O)N2Cc2ccccc2)cc1COc1ccc(NC(C)=O)cc1 (stereo unspecified)
 : 0.3	/	-0.4	3	/	2	11	/	/	/
Cn1ccsc1=NC(=O)c1ccc(Cl)c([N+](=O)[O-])c1
 : 1.2	1	i	-7	3	7	0	-9	2	/
CNc1ccc(/C=C(\CCC(=O)O)c2nc3ccccc3s2)cc1[N+](=O)[O-]
 : /	3	-0.4	-21	-36	16	33	0	4	-7
COc1ccc(-n2c(-c3ccccc3)c[n+]3c2CCC3)cc1
 : 1.7	2	-0.2	3	-2	-5	1	0	-2	35
O=C(NC1CCCC1)C1CC1c1ccccc1 (stereo unspecified)
 : /	2	i	6	5	-1	0	2	-9	7
COc1ccc(CCNC(=O)Nc2ccc3c(c2)OCO3)cc1OC
 : /	2	-0.5	4	0	2	0	-13	4	22
CC(C)CC1NC(=O)c2cc(Cl)ccc2-n2c1nc1ccc(F)cc1c2=O (stereo unspecified)
 : 0.3	/	/	0	/	4	/	/	2	/
Cc1cccc(-c2c(NC(=O)c3ccco3)oc3c(C)cccc3c2=O)c1
 : -3.7	1	i	2	3	13	2	-17	0	12
COc1cccc(N=Nc2c(N)[nH][nH]c2=O)c1
 : 1.2	-2	3.3	-19	-17	9	-14	8	3	2
c1ccc(COc2ncnc3c2ncn3CCCNCc2ccc3c(c2)OCO3)cc1
 : 1.0	/	-0.7	-10	8	7	9	-5	/	/
CC12C=CC(=O)C=C1CCC1C2C(=O)CC2(C)C1CCC2(O)C(=O)CO (stereo unspecified)
 : 0.8	/	-0.3	-1	-16	-1	2	-14	/	/
CCN(c1ccccc1)S(=O)(=O)c1ccc(C(=O)NCC2(N(C)C)CCCCC2)cc1
 : 0.8	/	-2.5	1	17	-16	-3	6	5	/
CCCCOC(=O)C1=C(C)NC(=O)NC1c1cc2c(cc1Br)OCO2 (stereo unspecified)
 : 2.6	3	i	-8	-10	2	0	-10	-7	4
Oc1ccc(Br)cc1/C=N/Nc1nc(N2CCCCC2)nc(N2CCOCC2)n1
 : 1.0	5	/	3	-2	-2	/	/	12	30
O=C(NCC1CCCO1)c1cc(-c2ccccc2)on1 (stereo unspecified)
 : /	0	-0.4	6	0	6	4	-5	2	22
O=C(NCc1ccc(F)cc1)C(c1ccc(F)cc1)N(C(=O)c1csnn1)C1CC1 (stereo unspecified)
 : 1.0	0	-0.2	3	2	3	0	8	-8	10
CCc1nn(CC(=O)NCc2ccccc2Cl)c(=O)c2cccn12
 : 0.3	-7	-0.4	0	10	-2	-10	2	-1	61
Cc1ccc(Cl)cc1NC(=S)N(C)N
 : -0.1	4	0.2	0	2	0	-5	-5	3	18
O=C(Nc1ccccc1)/C(=C/c1ccc([N+](=O)[O-])cc1)NC(=O)c1ccccc1
 : /	-1	0.2	-5	-9	-6	-1	-5	2	-10
O=C1OCCC1S(=O)(=O)c1ccc2ccccc2c1 (stereo unspecified)
 : /	-2	-0.1	5	4	5	4	-6	0	32
Cc1ccccc1C(=O)Nc1c(-c2cccs2)c(=O)c2ccccc2n1C
 : 1.5	-1	0.3	14	4	0	3	-9	8	34
O=C(O)c1ccc(N/N=C/c2cc3c(cc2[N+](=O)[O-])OCO3)cc1
 : -1.5	1	-0.1	-10	-4	18	9	/	0	26
O=C(CN1C(=O)C2(OCCO2)c2ccccc21)c1ccc(Cl)cc1
 : /	-1	i	-3	0	-11	0	-7	4	0
Cc1nn(Cc2ccc(Cl)cc2)c(C)c1NC(=O)CSc1n[nH]c(C)c1[N+](=O)[O-]
 : /	1	-0.6	2	2	9	5	-11	2	-9
CCCCn1c(N)c(N(CCOC)C(=O)c2cc(Cl)nc3ccccc23)c(=O)[nH]c1=O
 : 0.6	/	i	-3	-1	-2	-11	-4	8	/
COc1ccc(OC)c(C2C(C#N)=C(N)Oc3c2c(C)nn3-c2cccc(Cl)c2)c1 (stereo unspecified)
 : /	4	i	-12	-6	27	-7	8	-27	0
O=C(NC(=S)N1CCOCC1)C12CC3CCC(CC(C3)C1)C2
 : /	-4	-0.6	10	1	-12	10	-9	-3	38
Cc1cc(-c2cc(C(=O)NC3CCCC3)on2)nc(NC2CCCC2)n1
 : /	/	-0.3	-2	9	-5	10	-2	5	30
O=C(COc1ccc(S(=O)(=O)N2CCCCC2)cc1)NCc1ccncc1
 : /	-1	-0.7	-5	1	-2	-6	-14	0	16
C#CCOCCOCCOCCNc1nc(N2CCN(C(=O)Cn3cc(CC(C)O)nn3)CC2)nc(N2CCN(C(=O)Cn3cc(CC(C)O)nn3)CC2)n1 (stereo unspecified)
 : 1.3	-4	i	3	-2	-5	6	-4	4	11

# Some of these compounds in order of length of the SMILES, lowest first.
# Each structure is followed by: TcdB inh	3CLpro inhibitor	BH1578 lux ind	PrPC TRFRET	MazEF act	CCHF vOTU inh	Y pestis TopoI	PriA SSB inh	Rv3671c protease	DUSP3 inh
O=C(CN1C(=O)C2(OCCO2)c2ccccc21)c1ccc(Cl)cc1
 : /	-1	i	-3	0	-11	0	-7	4	0
O=C(COc1ccc(S(=O)(=O)N2CCCCC2)cc1)NCc1ccncc1
 : /	-1	-0.7	-5	1	-2	-6	-14	0	16
COc1ccc(OC)c(C2C(C#N)=C(N)Oc3c2c(C)nn3-c2cccc(Cl)c2)c1 (stereo unspecified)
 : /	4	i	-12	-6	27	-7	8	-27	0

# The list goes on.
# Each structure is followed by: TcdB inh	3CLpro inhibitor	BH1578 lux ind	PrPC TRFRET	MazEF act	CCHF vOTU inh	Y pestis TopoI	PriA SSB inh	Rv3671c protease	DUSP3 inh
O=C(CSc1nc2c(cnn2-c2cccc(Cl)c2)c(=O)[nH]1)NCCC1=CCCCC1
 : 0.9	/	i	3	0	-2	18	-3	-6	/
Cc1ccc(-c2nc3cc(C)ccc3o2)cc1
 : /	-2	i	0	0	-3	-1	-26	-6	20
COC(=O)c1oc2ccccc2c1NC(=O)/C=C/C(=O)O
 : 0.9	-1	-0.7	1	4	-5	-3	-4	2	10
O=C(NCc1ccccc1F)c1ccc2c(c1)OCCO2
 : 2.1	2	i	-3	5	-6	7	-6	-3	7
CCCc1nc2cc(CC(=O)OC)ccc2o1
 : /	2	i	9	3	-4	0	-18	1	20
CC1CCC/C(=N/Nc2ccc([N+](=O)[O-])cc2[N+](=O)[O-])C1 (stereo unspecified)
 : /	-2	i	-27	8	15	-10	/	9	21
CC(NC(=O)C1CCN(S(=O)(=O)c2ccc3nc4c(c(C(=O)O)c3c2)CCCC4)CC1)c1ccccc1 (stereo unspecified)
 : 1.5	-7	1.1	-4	2	4	0	1	4	27
Cc1ccc(CNC(=O)CCn2cc(-c3ccc(C)cc3)nc2-c2ccncc2)cc1
 : 0.3&-6.6	4	-0.4	-10	6	15	-2	-2	-2	21
COc1cccc(NC(=S)Nc2ccc(F)cc2)c1
 : 0.6	2	-0.6	11	-3	5	0	0	0	-1
CN(CCOc1ccccc1)C(=O)CCc1nc2sc3c(c2c(=O)[nH]1)CCCC3
 : -0.6	3	i	2	11	18	-4	-6	-21	9
CCn1c(SCC(N)=O)nc2cc(S(=O)(=O)N3CCOCC3)ccc21
 : -2.8	-7	-0.4	4	5	1	3	-7	-6	9
Cc1ccc(-n2nnnc2-c2cnn(-c3cccc(F)c3)c2C(F)(F)F)cc1
 : /	2	-0.4	10	6	0	22	5	-5	27
N#C/C(=C/c1ccc(O)c(O)c1)c1nc2ccccc2[nH]1
 : -1.3	0	-0.6	-32	-62	15	-13	11	8	21
CC(C)CSc1ncnc2c1oc1nc3c(cc12)COC(C)(C)C3
 : /	0	-0.3	4	3	15	7	-4	-10	19
COCCN1CN(S(=O)(=O)c2ccccc2)c2nc3ccccc3nc21
 : /	-1	i	-5	10	-10	6	-1	7	2
CC(=O)N1c2ccc(S(=O)(=O)NCC3CCC(C(=O)Nc4ncccc4C)CC3)cc2CC1C (stereo unspecified)
 : 0.3	0	-0.2	3	7	-3	3	5	-5	18
CCCc1cc(=O)oc2cc(OCC(=O)NCCCN3CCOCC3)c(Cl)cc12
 : 2.5	-5	-0.2	-9	0	11	5	-12	3	6
CC(=O)c1c(C)[nH]c(C(=O)OCc2ccc(Br)cc2)c1C
 : 0.9	8	-0.4	17	10	-2	22	-2	-2	17
Cc1cccc(N(C)S(=O)(=O)c2cccc3nsnc23)c1
 : /	0	3.8	-24	7	-19	9	1	-16	-4
Cc1ccc(-c2nc3ccccc3o2)cc1NC(=O)Cc1cccs1
 : /	5	/	2	11	7	2	2	9	24
CCC(=O)Nc1ccc2c(c1)nc(CCNC(=O)c1ccco1)n2C
 : -0.9	-2	-0.3	-3	12	19	4	7	3	48
Cc1nn(CCc2n[nH]c(=S)n2-c2cccc(Cl)c2)c(C)c1[N+](=O)[O-]
 : /	1	i	1	5	12	-4	7	3	10
COC(=O)c1cc(S(=O)(=O)NCC2CCN(CCc3cccs3)CC2)cn1C
 : 0.7	0	-0.2	-5	3	15	-3	6	1	1
Cc1ccc2c(c1)C1CN(C)CCC1N2C(=O)c1ccc(Cl)c(S(=O)(=O)N2CCOCC2)c1 (stereo unspecified)
 : 0.9	7	-0.3	12	7	-1	-1	4	-1	22
CN(Cc1ccccc1)C(=O)COC(=O)COc1ccc(C#N)cc1
 : 0.7	-6	-1.6	3	2	1	4	-26	-10	62
Cc1cc(C)n(-c2ccc(F)cc2CN2CCN(Cc3ccccc3)C(CCO)C2)n1 (stereo unspecified)
 : -3.5	2	-0.3	-14	9	2	5	-2	10	39
CCCCCN(C(=O)NC(=O)NC(C)CC)S(C)(=O)=O (stereo unspecified)
 : /	-4	i	7	-7	0	-5	2	3	11
COCCn1c(C)cc(C(=O)COC(=O)CCS(=O)(=O)c2ccc(C)cc2)c1C
 : -1.3	/	-2.9	2	8	2	17	6	0	/
CCn1c(=O)n(CC)c2cc([N+](=O)[O-])c(N3CCNCC3)cc21
 : 1.2	-2	-2.1	-25	0	-4	1	-8	-1	25
Cc1cc2c(c(=O)n1CCCn1ccnc1)C(c1ccco1)C(C#N)=C(N)O2 (stereo unspecified)
 : /	0	i	-3	5	2	-11	3&3	0	25

# Complete entries, quoted from the list. Order of screens: TcdB inh, 3CLpro inhibitor, BH1578 lux ind, PrPC TRFRET, MazEF act, CCHF vOTU inh, Y pestis TopoI, PriA SSB inh, Rv3671c protease, DUSP3 inh
# COCCn1c(C)cc(C(=O)COC(=O)CCS(=O)(=O)c2ccc(C)cc2)c1C reads -1.3, /, -2.9, 2, 8, 2, 17, 6, 0, /
# Cc1ccc2c(c1)C1CN(C)CCC1N2C(=O)c1ccc(Cl)c(S(=O)(=O)N2CCOCC2)c1 (stereo unspecified) reads 0.9, 7, -0.3, 12, 7, -1, -1, 4, -1, 22
